Compound activity as filed in PubChem.
KOR beta-arrestin-1: KOR antagonists, beta-arrestin recruitment, cell-based, luminescence, uHTS (AID 1778); KOR beta-arrestin recruitment, luminescence, antagonist mode; higher % means a stronger effect; one-dose inhibition, % at 10 µM; IC50 in µM for titrated hits; 0.091% of 290,000 active; in the data active = inhibition above about 50%; note: strong numbers were not always called active
GPR55 LPI antagonism: GPR55 antagonists blocking LPI-driven arrestin recruitment, primary screen, imaging, U2OS, beta-arrestin-GFP, LPI agonist (AID 2013). 0.13% of 290,000 active. U2OS GPR55 beta-arrestin-GFP translocation imaging, LPI antagonism; higher % means a stronger effect. one-dose inhibition, % at 10 µM; IC50 in µM for titrated hits;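 active = spots per cell inhibited over 60%, with over 100 cells counted and total cytoplasm intensity under 500,000; inconclusive = wells with under 100 cells, flagged as likely toxic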;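 note: U2OS cells stably carrying GPR55 and arrestin-GFP stimulated by 5 µM LPI near EC80; imaged beta-arrestin-GFP aggregate spots per cell after agonist stimulation; plate controls were LPI-stimulated DMSO wells for no effect and DMSO wells without LPI for full effect; some results filed as inactive read as strong as hits; confirmed hits need IC50 under 10 µM and bright autofluorescent wells are also inconclusive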
GPR55 activation: selective activators of receptor GPR55 – imaging, U2OS cells, beta-arrestin-GFP redistribution, primary screen (AID 1961) | 0.048% of 290,000 active | U2OS GPR55 beta-arrestin-GFP redistribution imaging; higher % means a stronger effect | one-dose activation, % at 10 µM; EC50 in µM for titrated hits;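 active = activation above 40% with more than 50 cells counted in the well; inconclusive = wells holding fewer than 50 cells, flagged as toxic or sparse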;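 note: U2OS osteosarcoma cells stably expressing GPR55 and beta-arrestin-GFP; plate controls were DMSO negative control for no effect and LPI positive control for full effect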
NS5 inhibitors: flavivirus cap methylation enzyme inhibition – biochemical, confirmation dose response, primary screen (AID 588689). 0.3% of 340,000 active. inhibition, % at 25 µM, or IC50 in µM where a hit was titrated. Dengue-2 NS5 methyltransferase capping enzyme assay, biochemical; higher % means a stronger effect; in the data active = a potency from the dose series; inconclusive = inhibition above about 29% without an active follow-up result
GPR35 antagonists: GPR35 antagonists blocking zaprinast-driven arrestin recruitment, primary screen, imaging, U2OS, beta-arrestin-GFP, zaprinast agonist (AID 2058); U2OS GPR35 beta-arrestin-GFP translocation imaging, zaprinast antagonism; higher % means a stronger effect; inhibition, % at 10 µM, or IC50 in µM where a hit was titrated; 0.052% of 290,000 active;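 active = inhibition of at least 50% with at least 30 cells and total cytoplasm GFP at most 10,000,000; inconclusive = under 30 cells or total GFP of 10,000,000 plus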
NOD1 inhibition: inhibition of NOD1-driven NF-kB reporter – cell-based, luminescence, uHTS, primary screen (AID 1578); NOD1-driven NF-kB luciferase reporter cells, luminescence; higher % means a stronger effect; inhibition, % at 4 µM; hits with a dose series show EC50 in µM; 1% of 290,000 active; in the data active = inhibition mostly above about 36%, no sharp cut-off; inactive = mostly below about 34%;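 note: HEK-293T reporter cells stimulated with the NOD1 agonist gamma-tri-DAP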
HIV fusion peptide: cell-free HIV fusion peptide-binding blockers – biochemical, uHTS, fluorescence dequenching, primary screen (AID 1986). 0.3% of 290,000 active. inhibition, % at 20 µM; hits with a dose series show IC50 in µM. cell-free peptide binding, fluorescence dequenching, 30 min; higher % means a stronger effect; in the data active = inhibition mostly above about 52%, no sharp cut-off; inactive = mostly below about 76%; note: some results filed as inactive read as strong as hits
West Nile virus CPE: inhibition of WNV-induced cytopathic effect – cell-based, CPE readout (AID 1621) | West Nile virus-infected cells, CPE inhibition; higher % means a stronger effect | one-dose CPE inhibition, % at 10 µM; IC50 in µM for titrated hits | 0.02% of 290,000 active; in the data active = a potency from the dose series; inconclusive = CPE inhibition mostly from about 3.7% at the one dose, without a potency; inactive = the rest, 99 in 100 with CPE inhibition below about 2.2%; note: strong numbers were not always called active
KOR beta-arrestin-2: kappa opioid receptor activators – cell-based, luminescence, uHTS, primary screen (AID 1777). KOR beta-arrestin recruitment, luminescence; higher % means a stronger effect. one-dose activation, % at 10 µM; EC50 in µM for titrated hits. 0.02% of 280,000 active; in the data active = activation above about 50%, passing the limit was not always enough; note: a part of the inactive calls stands beside numbers as strong as those of hits
NS5 inhibitors pilot replicate: second read-out of NS5 inhibitors, no call of its own (marks repeat the call); inhibition, %; measured here: pilot screen replicate inhibition
Starred values were filed as active, the others as inactive; ? = inconclusive; . = no result given; [ ] = remark or other dose. Some of the compounds tested (hit frequency here may not be typical).

SMILES	KOR beta-arrestin-1	GPR55 LPI antagonism	GPR55 activation	NS5 inhibitors	GPR35 antagonists	NOD1 inhibition	HIV fusion peptide	West Nile virus CPE	KOR beta-arrestin-2	others
O=C(COC(=O)Cc1ccsc1)NCC1CCCCC1	3.4%	1.5%	-0.2%	-6.5%	7.1%	-2.1%	0.6%	-0.6%	-0.6%
Cc1c(NC(=O)CN2c3cccc4cccc(c34)S2(=O)=O)c(=O)n(-c2ccccc2)n1C	-7.5%	5.9%	-0.1%	-1.5%	-3.5%	-14.3%	0.6%	-0.3%	-0.8%
O=C(CSCc1ccc(F)cc1)NCc1ccc2c(c1)OCO2	7.6%	9.5%	-0.4%	-3.0%	3.1%	-26.9%	-0.6%	-0.1%	-3.4%
COc1cc(/C=C/C(=O)OCC(=O)Nc2c(C)n(C)n(-c3ccccc3)c2=O)ccc1O	-0.2%	6.9%	-0.1%	-1.3%	10.4%	-40.8%	-1.9%	0.3%	3.8%
CCc1nnc(NC(=O)CSc2nnc(Cc3ccc(OC)cc3)o2)s1	-46.8%	-4.5%	-0.1%	0.0%	-0.2%	-23.9%	1.1%	-0.1%	3.9%
CCCCn1c(CCC)nc([N+](=O)[O-])c1Sc1ccc(Cl)cn1	12.2%	10.4%	-0.4%	-2.4%	2.4%	-11.3%	-0.4%	?	-3.2%
O=C(Nc1ccc(S(=O)(=O)Nc2ccccn2)cc1)c1ccc(Cl)cc1Cl	-20.4%	-5.3%	0.4%	-5.7%	0.7%	-12.1%	-0.8%	-0.3%	1.5%
Cc1cc[n+]2c3c(cccc13)CCC2	-29.6%	-34.6%	0.0%	-5.5%	4.0%	24.1%	-0.6%	0.7%	6.2%
CC1CN(c2ccc(NC(=O)c3ccco3)cc2C(=O)O)CC(C)O1 (centres undefined)	-13.4%	6.9%	0.5%	-3.1%	2.2%	-0.3%	-0.3%	0.6%	-0.7%
O=C(CSc1nc(-c2cccs2)cc(C(F)(F)F)n1)Nc1cc(OCC(F)(F)C(F)F)cc([N+](=O)[O-])c1	20.9%	23.4%	0.2%	-3.7%	-17.3%	-23.2%	-1.5%	0.1%	-6.8%
CCCCCC(=O)Nc1cccc(C2=NOC3(C2)C[C@H](C(N)=O)N(C(=O)c2ccccc2)C3)c1 (some centres undefined)	7.7%	6.6%	-0.2%	-7.6%	1.5%	-1.2%	-1.1%	0.4%	-0.1%
N#CC1=C(Nc2ccccc2)SC=C(c2ccc(F)cc2)N=C1N1CCOCC1	25.3%	9.2%	-0.1%	.	5.9%	-3.2%	1.0%	.	-1.2%
CCCn1c(SCC(N)=O)nc2c(c1=O)C1(CCCC1)Cc1ccccc1-2	-1.0%	7.9%	0.0%	-4.4%	2.5%	10.5%	0.7%	.	-2.1%
O=C(NCC(=O)N(Cc1ccccc1)C(C(=O)NC1CCCC1)c1ccco1)c1ccco1 (centres undefined)	9.6%	-5.2%	-0.1%	-13.0%	8.5%	-15.1%	-1.2%	-0.1%	-0.7%
Cn1c(SCCOc2ccc(Cl)cc2)nnc1-c1ccncc1	-16.1%	-11.4%	0.0%	-2.7%	0.3%	-11.4%	0.0%	-0.7%	7.5%	NS5 inhibitors pilot replicate=1.1
CCN(CC)CC(=O)c1c[nH]c2ccccc12	-3.2%	4.5%	-0.2%	-1.6%	-7.2%	11.6%	-2.6%	0.1%	1.6%
On1c2c(c3c4nonc4ccc31)CCCC2	-9.4%	-27.5%	-0.4%	.	-3.0%	-40.7%	32.7%	0.0%	0.2%
COc1ccccc1C(c1nnnn1C1CCCC1)N1CCN2CCCC2C1 (centres undefined)	15.9%	16.0%	-0.2%	-4.1%	0.8%	5.6%	3.1%	-0.6%	-1.0%
CCCn1c(SCC(=O)N2CCCCC2)nnc1-c1ccccn1	-8.9%	0.5%	-0.8%	.	-10.6%	-21.0%	0.5%	-0.2%	-0.5%
Cc1nc2ccccn2c1C(=O)N/N=C/c1ccc2c(c1)OCO2	7.7%	-5.3%	-0.1%	0.0%	-1.5%	-5.0%	-1.8%	-0.4%	-4.7%
COCCNC(=O)CC(NS(=O)(=O)c1ccc(C)cc1)c1ccco1 (centres undefined)	39.0%	3.9%	-0.1%	1.4%	-6.2%	21.5%	-4.9%	0.1%	-1.3%
Cc1cc(-c2ccccc2)nc(N/N=C/c2ccco2)n1	-20.1%	-0.3%	0.0%	-3.5%	10.7%	-42.5%	1.2%	0.9%	3.7%
O=C(NCCCn1ccnc1)c1nn2c(C(F)(F)F)cc(-c3ccccc3)nc2c1Cl	-14.8%	9.9%	0.0%	-2.2%	-8.2%	-16.9%	1.7%	-0.7%	-4.1%
N#Cc1cnn(Cc2ccc(Cl)cc2)c1N	-13.7%	15.0%	0.2%	-15.3%	7.9%	-10.0%	-1.6%	0.5%	-4.5%
CCOc1ccc(S(=O)(=O)N2CCOCC2)cc1NC(=O)CN1C(=O)NC(CC)(c2ccccc2)C1=O (centres undefined)	2.3%	8.6%	-0.1%	2.9%	-3.1%	-18.4%	2.1%	0.0%	-3.3%
CC(=O)c1ccc(NC(=S)NCCc2ccccn2)cc1	18.4%	6.0%	-0.1%	-3.6%	4.7%	-26.1%	-1.9%	0.5%	-1.2%
C/C(CCN1CCCCc2nc(C)c(C)cc21)=N\O[C@H](C)c1cn([C@H](CO)Cc2ccccc2)nn1	-6.7%	-1.9%	0.2%	.	2.1%	-18.2%	4.4%	.	3.8%
CCN(CC)S(=O)(=O)c1ccc(N)cc1	7.7%[20 µM]	13.4%	0.3%	-8.2%	11.2%	14.6%	-0.8%	0.1%	.
COc1ccccc1N=Cc1c(C)c(C#N)c2[nH]c3ccccc3n2c1=O	-21.2%	-5.9%	28.2%	24.7%	-3.1%	-25.0%	37.0%	-0.3%	-2.6%
O=C(CSc1nnc(NC(=O)C2CC2)s1)NCc1cccs1	-3.7%	-7.4%	0.0%	-13.2%	-11.4%	-19.2%	-0.4%	-0.4%	-1.4%
O=C(Nc1ccc(S(=O)(=O)N2CCOCC2)cc1)c1ccccc1	14.2%	8.2%	-0.1%	-5.2%	13.2%	-6.1%	-1.2%	-0.5%	-22.6%
COc1ccc(/C=C2/SC(=S)N(n3c(C)ccc3C)C2=O)cc1	-6.6%	2.8%	-0.1%	-3.2%	19.8%	29.1%	-2.6%	.	-8.5%
Cc1nn(CC(=O)NNC(=S)NCC2CCCO2)c(C)c1Br (centres undefined)	98.7%	-0.8%	0.0%	-8.4%	-9.6%	-21.0%	-2.3%	-0.1%	13.4%
Cc1cc(C)n(-c2ccc(C(=O)OCC(=O)NCc3ccc(Cl)cc3)cc2)n1	2.3%	-2.9%	0.2%	-4.4%	-21.0%	4.0%	-0.3%	-0.6%	-0.6%
CN(CCC#N)C(=O)COC(=O)c1ccc2[nH]c3c(c2c1)CCCC3	-23.5%	3.4%	-0.3%	.	14.2%	-16.7%	0.2%	-0.9%	4.0%
COc1ccc(CN2CCNC(=O)C2CC(=O)N(C)Cc2ccon2)cc1OC (centres undefined)	-23.3%	3.2%	0.2%	-2.7%	2.8%	-30.1%	1.5%	0.2%	-2.6%
CCOP(=O)(OCC)C(C)(C)NC(=O)c1cc([N+](=O)[O-])cc([N+](=O)[O-])c1	-32.0%	1.7%	-0.1%	3.9%	11.7%	-3.9%	3.5%	0.6%	5.6%
COc1ccc(/C(C)=N/NC(=O)CN(c2ccc(OC)cc2)S(=O)(=O)c2ccccc2)cc1	-30.6%	3.9%	0.0%	-9.5%	3.1%	-5.0%	1.5%	-0.6%	-0.6%
O=S(=O)(c1ccc(S(=O)(=O)N(Cc2cccs2)CC2CCCO2)cc1)N1CCCCC1 (centres undefined)	10.5%	91.8%	-0.1%	-9.6%	-6.3%	6.3%	-2.4%	0.2%	-1.2%
CCc1ccc(C2c3[nH]c4ccccc4c3CCN2C(=O)c2cc(C)nn2C)cc1 (centres undefined)	-31.3%[20 µM]	0.8%	-0.1%	-12.7%	22.0%	-25.9%	1.5%	?	.
CC(=O)c1ccc(NC(=O)C2CC(=O)N(C(C)C)C2)cc1 (centres undefined)	-54.9%[20 µM]	-2.4%	-0.1%	-5.3%	-4.2%	-27.1%	2.5%	0.1%	0.7%
CSc1nnc(Cn2c(=O)sc3ccccc32)n1-c1cccc(Cl)c1	8.8%	30.9%	0.0%	-2.4%	10.7%	-14.1%	0.7%	-0.5%	-2.8%
CCOc1ccc(NC(=O)CSc2nnc(-c3ccccn3)n2N)cc1	20.4%	5.2%	-0.2%	-6.8%	29.3%	0.6%	14.4%	-0.3%	3.9%
COc1ccc(C(NCC(=O)NC(C)c2ccc(Cl)cc2)c2ccccc2)cc1 (centres undefined)	-26.4%	-5.0%	0.0%	3.6%	9.3%	-11.4%	1.0%	-1.2%	-2.9%
CC(=NCCc1ccccc1)C1=C(O)CSC1=O	-5.6%	16.8%	0.3%	-9.0%	-8.5%	-13.5%	-1.6%	-0.1%	-3.9%
CCCCNC(=O)c1onc(CSc2ccccc2C)c1C(=O)O	-6.4%	-11.4%	-0.1%	7.7%	25.6%	-9.9%	5.7%	-0.7%	2.8%
O=c1ccc2ccc(Oc3ccc([N+](=O)[O-])cc3Cl)cc2o1	5.5%	-2.0%	-0.4%	2.2%	-6.0%	-17.5%	-0.4%	1.5%	8.3%
Cc1ccc(-c2ccc(=O)n(CC(=O)NCCCN3CCCCC3C)n2)cc1 (centres undefined)	11.0%	-5.9%	-0.2%	-3.5%	-5.3%	.	1.5%	-0.2%	-0.7%
CC(C)C[C@H](NC(=O)OC(C)(C)C)C(=O)N/N=C/c1ccc2nccnc2c1	-24.2%	11.1%	0.1%	-2.4%	13.1%	-7.5%	-1.1%	-0.3%	5.2%
CCC(C)(C)n1nnnc1C(c1cccnc1)N1CCCC(C)C1 (centres undefined)	7.5%[20 µM]	9.8%	0.2%	.	1.5%	-5.5%	0.9%	0.3%	.
O=C(N/N=C/c1ccc(OC(F)F)cc1)c1cc[n+]([O-])cc1	2.8%	10.0%	0.0%	1.7%	-5.3%	-26.1%	-2.1%	0.2%	10.8%
COc1ccccc1Oc1ccc2c(c1)C(=O)N(c1ccccc1)C2=O	35.5%	-0.1%	0.2%	-8.8%	2.3%	-21.4%	-3.0%	-0.4%	4.4%
Brc1ccc(C2C3=C(Nc4ncnn42)c2ccccc2OC3c2ccncc2)cc1 (centres undefined)	3.4%	12.6%	0.0%	-1.9%	-2.1%	-2.0%	0.4%	1.3%	4.7%	NS5 inhibitors pilot replicate=0.3
CN(CC(=O)NCCCc1ccccc1)Cc1ccc(Br)cc1	-5.1%	0.3%	-0.1%	-10.4%	4.9%	-10.5%	0.6%	-1.0%	-2.1%
Cc1ccc2nc(SCC(=O)Nc3nonc3N)[nH]c2c1	-9.3%[20 µM]	-10.4%	-0.1%	-15.6%	-9.1%	-40.2%	0.4%	-0.5%	-3.0%
